GalR3 antagonist – human GalR3 antagonism; O60755; HEK293 GalR3-CNG cAMP membrane potential fluorescence; galR3 body fused to GalR1 C-terminus; inhibition, % at 3 µM; actives 0.44% (n = 360,000); AID 651719;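 active means inhibition above the screen-wide average plus 3 SD, cut at about 13% in these data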;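 further: forskolin and galanin both at EC90 stimulate the cells; cAMP rise reported by CNG channel membrane potential dye signal; 0% = forskolin plus galanin with DMSO and 100% = forskolin alone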
VIM-2 inhibitor – blocks Pseudomonas aeruginosa VIM-2 metallo-beta-lactamase; purified VIM-2, nitrocefin hydrolysis, epi-absorbance fluorescence; inhibition, % at 5.6 µM; actives 0.89% (n = 290,000); AID 1527;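 active means inhibition above the mean of all tested compounds plus 3 SD, cutoff set per screening run, cut at about 7.5% in these data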;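 further: red hydrolysis product quenches plate fluorescence so inhibitors raise well fluorescence; 0% = enzyme with DMSO and 100% = DMSO without enzyme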
PHOSPHO1 block – blocks human PHOSPHO1 phosphatase activity. inhibition, % at 13.3 µM. Q8TCT1. recombinant PHOSPHO1, absorbance phosphatase assay. AID 1565. actives 1.1% (n = 290,000); in the data active means inhibition above about 60%
Target sequence (Q8TCT1 whole entry, looked up): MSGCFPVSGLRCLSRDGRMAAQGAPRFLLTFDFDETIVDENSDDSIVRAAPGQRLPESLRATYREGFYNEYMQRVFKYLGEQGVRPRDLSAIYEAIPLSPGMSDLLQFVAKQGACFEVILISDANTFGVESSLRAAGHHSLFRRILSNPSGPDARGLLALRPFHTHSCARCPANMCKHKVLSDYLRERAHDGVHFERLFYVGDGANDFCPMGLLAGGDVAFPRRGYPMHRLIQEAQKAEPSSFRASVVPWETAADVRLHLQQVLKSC
OXTR agonist – agonists of human oxytocin receptor; activation, % at 3 µM; actives 0.32% (n = 320,000); CHO-OTR cells, Fluo-8 calcium fluorescence; normalized: DMSO 0%, oxytocin 100%; AID 2435; P30559;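 active means activation above the mean of all tested compounds plus 3 SD, cutoff set per screening run, cut at about 20% in these data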;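 further: peak over basal fluorescence ratio from a 100 s FLIPR kinetic read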
Target sequence (P30559 whole entry, looked up): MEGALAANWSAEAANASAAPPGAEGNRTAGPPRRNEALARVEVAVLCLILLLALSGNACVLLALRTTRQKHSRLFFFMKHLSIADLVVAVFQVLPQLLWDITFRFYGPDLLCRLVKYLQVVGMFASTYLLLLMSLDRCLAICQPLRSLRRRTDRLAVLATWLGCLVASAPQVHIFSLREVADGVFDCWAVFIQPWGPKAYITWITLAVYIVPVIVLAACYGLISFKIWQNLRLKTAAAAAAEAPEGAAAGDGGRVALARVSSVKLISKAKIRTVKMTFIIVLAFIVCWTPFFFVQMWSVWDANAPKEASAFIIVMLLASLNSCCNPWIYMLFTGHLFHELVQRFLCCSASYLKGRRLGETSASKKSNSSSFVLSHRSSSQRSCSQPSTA
HCV NS3 hel inh – HCV NS3 helicase inhibition; NS3 helicase DNA unwinding, Cy5 molecular beacon fluorescence; inhibition, % at 10.9 µM; actives 0.56% (n = 290,000); AID 1800;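 active means inhibition above the mean of all tested compounds plus 3 SD, set per campaign, cut at about 35% in these data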;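 further: 0% = DMSO wells and 100% = thioflavine S control wells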
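System: Hepatitis C virus NS3 helicase domain fragment enzyme | Reagent: Annealed dual-labelled DNA beacon duplex, ATP-started | Compound dosing: 10.9 µM single point, 0.8% DMSO | Incubation: 1 h reaction at 25 °C, ATP-initiated | Technique: Cy5 fluorescence | Evaluation: Percent inhibition from t60/t0 fluorescence ratio | Benchmarks: Low DMSO, high thioflavine S at 110 µM | Replication: Singlicate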
GPR7 antagonist – blocks human GPR7 receptor signaling; P48145; GPR7-expressing cells, fluorescence antagonist assay; inhibition, % at 4.4 µM; actives 1.1% (n = 290,000); in the data active means inhibition above about 16%, passing the limit was not always enough;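 further: cells stimulated with the agonist NPW; 0% = agonist with vehicle and 100% = vehicle without agonist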
IMP-1 inh – inhibitors of Pseudomonas aeruginosa IMP-1 metallo-beta-lactamase | purified IMP-1, nitrocefin hydrolysis, epi-absorbance fluorescence | inhibition, % at 5.6 µM | actives 0.45% (n = 290,000);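 active means inhibition above the mean plus 3 SD of all compounds in the same screening run, cut at about 4.5% in these data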;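 further: 0% = IMP-1 with DMSO and 100% = DMSO wells lacking enzyme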
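assay system = purified recombinant IMP-1 metallo-beta-lactamase enzyme | schedule = 15 min preincubation plus 25 min reaction at 25 °C | signal = Epi-absorbance fluorescence, 480 nm excitation, 530 nm emission | read-out basis = percent inhibition from optical density relative to buffer-blank wells | controls = IMP-1 with DMSO as 0%, enzyme-free DMSO as 100%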
V1R ag counter – activates human V1a receptor in oxytocin agonist counter-screen | P37288 | actives 0.25% (n = 320,000) | activation, % at 3 µM | CHO-V1R cells, Fluo-8 calcium fluorescence, agonist mode; 0% DMSO, 100% 3 nM vasopressin;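 active means activation above the mean activation of all tested compounds plus 3 SD, per screening run, cut at about 20% in these data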;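 further: signal is peak over basal fluorescence ratio across a 100 second FLIPR read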
Target sequence (P37288 whole entry, looked up): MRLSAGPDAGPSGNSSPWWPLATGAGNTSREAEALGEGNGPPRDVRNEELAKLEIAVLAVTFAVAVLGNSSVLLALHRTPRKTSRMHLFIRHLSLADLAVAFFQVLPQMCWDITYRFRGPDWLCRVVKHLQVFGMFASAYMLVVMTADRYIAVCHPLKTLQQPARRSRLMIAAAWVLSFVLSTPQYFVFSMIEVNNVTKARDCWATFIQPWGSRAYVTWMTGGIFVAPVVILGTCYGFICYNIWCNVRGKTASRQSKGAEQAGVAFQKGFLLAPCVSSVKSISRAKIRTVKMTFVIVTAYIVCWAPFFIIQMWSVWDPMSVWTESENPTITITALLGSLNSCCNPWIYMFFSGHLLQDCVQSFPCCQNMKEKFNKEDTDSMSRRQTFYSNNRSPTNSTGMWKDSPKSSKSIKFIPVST
FID counter – fluorescent intercalator displacement, NS3 helicase counter-screen; AID 1845; actives 0.17% (n = 290,000); inhibition, % at 7.9 µM; DNA fluorescent intercalator displacement, fluorescence; in the data active means inhibition above about 37%;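 further: 0% = vehicle and 100% = reference compound; higher means more ethidium bromide displaced from hairpin DNA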
Numbers without * were called inactive; · = not tested or not shown.

SMILES | GalR3 antagonist | VIM-2 inhibitor | PHOSPHO1 block | OXTR agonist | HCV NS3 hel inh | GPR7 antagonist | IMP-1 inh | V1R ag counter | FID counter
COC(=O)CCC(=O)NC(=S)Nc1ccccc1F | -6 | 1.5 | 23 | -0.3 | -4 | -1 | -0.3 | 0.8 | -4
Cc1cc(C)c2nc(-c3ccccn3)cc(C(=O)NCc3cc(C)n(C)n3)c2c1 | 8 | -1.9 | 34 | -1.3 | 2 | -16 | -1.9 | -0.5 | -35
COc1cc(OC)c(OC)cc1CN1CCN(c2ccc(F)cc2)CC1 | -1 | -1.1 | 41 | 1.8 | 1 | -1 | -0.6 | 0.8 | 5
O=S(=O)([N-]c1nc2ccccc2nc1-n1cc[n+](Cc2ccccc2)c1)c1ccc(Br)cc1 | -3 | -0.3 | 24 | -1.5 | -6 | 7 | -1.6 | 0.9 | -5
CSCCC(NC(=O)c1ccco1)C(=O)NCc1ccc(F)cc1 (stereo not given) | -2 | -3.0 | -9 | 0.2 | 0 | -5 | -2.5 | -0.1 | -4
CC(C)NC(=O)C(=O)NNC(=O)C12CC3CC(CC(C3)C1)C2 | -2 | -2.4 | 5 | 0.0 | -2 | -10 | -1.8 | -0.3 | -1
O=C(CSc1ncnc2c1cnn2-c1ccccc1)Nc1ccccc1 | -2 | -0.8 | 55 | 3.6 | 3 | -10 | -2.5 | 4.7 | -3
Cc1ccc2cc(/C=N/NC(=O)c3ccccc3[N+](=O)[O-])c(Cl)nc2c1 | -5 | -3.8 | -10 | 1.0 | 5 | 1 | -3.4 | -0.2 | 1
CCOC(=O)C1(CC2CC2)CCN(Cc2ccc(C(=O)OC)cc2)CC1 | -4 | 4.3 | -3 | 0.4 | -5 | 14 | -0.9 | -0.2 | 10
COc1ccc(CC(=O)N2CCN(c3ccccc3)CC2)cc1OC | -9 | 0.6 | 14 | 1.2 | 4 | 13 | -0.8 | 0.7 | -16
COc1cccc(OCCOCC(O)CN2CCN(Cc3ccc(Cl)cc3)CC2)c1 (stereo not given) | -5 | 0.3 | -2 | 16 | -33 | 2 | -1.6 | 12 | 9
CC1(C)Cc2c(cnn2-c2ccccc2)C(NC(=O)c2ccoc2)C1 (stereo not given) | 3 | -2.0 | 4 | -0.9 | 21 | -2 | -1.6 | 0.3 | -42

Whole records as entered above. Values in the order: GalR3 antagonist | VIM-2 inhibitor | PHOSPHO1 block | OXTR agonist | HCV NS3 hel inh | GPR7 antagonist | IMP-1 inh | V1R ag counter | FID counter
`CC(C)NC(=O)C(=O)NNC(=O)C12CC3CC(CC(C3)C1)C2` across the screens: -2 | -2.4 | 5 | 0.0 | -2 | -10 | -1.8 | -0.3 | -1
`COC(=O)CCC(=O)NC(=S)Nc1ccccc1F` across the screens: -6 | 1.5 | 23 | -0.3 | -4 | -1 | -0.3 | 0.8 | -4

Following part
SMILES | GalR3 antagonist | VIM-2 inhibitor | PHOSPHO1 block | OXTR agonist | HCV NS3 hel inh | GPR7 antagonist | IMP-1 inh | V1R ag counter | FID counter
Cc1cc(=O)oc(C)c1C(=O)Nc1ccccc1F | 10 | -1.2 | 20 | -1.1 | 0 | 0 | -1.9 | 0.6 | -1
COc1ccc(NC(=O)CN2CCN(C3c4ccccc4-c4ccccc43)CC2)cc1 | -3 | 0.6 | 7 | 0.3 | -40 | 0 | 1.7 | 0.9 | -8
O=c1[nH]c2ccccc2n2cnnc12 | 4 | -2.9 | 0 | 1.0 | 3 | -10 | -1.6 | 0.5 | 1
O=C(CNC(=O)c1ccco1)Nc1cc(Cl)ccc1N1CCOCC1 | -2 | -2.6 | -16 | -0.7 | 7 | 4 | -3.3 | -0.7 | -4
O=C(CSc1ncnc2sc3c(c12)CCCCC3)NCc1ccco1 | -3 | -1.2 | -66 | -1.1 | 6 | 7 | 0.5 | -1.4 | -21
O=C(c1ccccc1SCc1ccccc1)N1CCCCCC1 | -3 | -0.9 | 25 | -2.1 | -1 | 5 | -1.5 | -0.1 | -28
CCCCNC(=O)N1CCOCCOCCN(C(=O)NCCCC)CCOCCOCC1 | -2 | 0.4 | 20 | -0.6 | 1 | -11 | 3.0 | 1.1 | -16
COc1ccc(OC)c(Nc2c3c(nc4ccccc24)CCC3)c1 | -2 | 13* | 23 | -2.0 | -9 | 22 | -0.9 | -0.4 | 12
COc1ccc(/C=C(\C#N)C(=O)OCC(=O)Nc2c(C)cccc2C(C)C)cc1 | -3 | -3.0 | -4 | 1.1 | -5 | -7 | -1.3 | 0.6 | -2
Cc1cccc(C)c1NC(=O)NCc1ccco1 | -5 | -1.1 | 20 | 1.0 | -2 | -5 | -3.0 | 0.3 | -3
COc1ccc([N+](=O)[O-])cc1N(CC(O)CN(CC(C)C)CC(C)C)S(=O)(=O)c1ccc(C)cc1 (stereo not given) | -10 | 0.3 | 28 | -2.2 | -9 | 22* | -3.0 | -1.2 | 28
Cc1ccc(C)c(NS(=O)(=O)c2cc(C(=O)Nc3ccccc3-c3ccccc3)ccc2C)c1 | -5 | -2.0 | -12 | 1.6 | -14 | -2 | -1.4 | 3.6 | -24
C=C(C)CN(CC)c1ccc(N2C(=O)CCCC2=O)cc1[N+](=O)[O-] | -7 | -1.9 | · | 3.4 | 16 | -15 | -5.5 | 4.9 | -12
CN(C)S(=O)(=O)N1CCC(Oc2ccc(C(=O)NC3Cc4ccccc4C3)cc2)CC1 | 30* | -1.7 | 20 | 9.8 | -11 | 51* | -3.2 | 8.5 | -58
CC1CN(C(=O)CN2C(=O)c3ccccc3S2(=O)=O)CC(C)O1 (stereo not given) | -6 | 0.1 | 14 | -0.3 | -1 | -6 | -1.2 | 0.7 | 0
CC(C)c1nc2cc(C(=O)N3CCNC(=O)C3c3cccc(F)c3)ccc2o1 (stereo not given) | -1 | -1.4 | 24 | 0.6 | 5 | 2 | -0.2 | 0.5 | -27
NS(=O)(=O)c1cccc(NS(=O)(=O)c2ccc3ccccc3c2)c1 | -10 | -0.5 | 11 | -0.8 | 0 | -6 | -2.0 | -0.5 | 1
Cc1nn(Cc2ccc(C(=O)Nc3ccc(C(=O)OC(C)C)cc3)o2)c(C)c1Cl | -12 | -1.7 | -6 | -0.1 | -1 | -10 | -2.9 | 0.8 | -14
C=CCN(CC=C)C(=O)CN1C(=O)NC(C)(c2ccc3cc(OC)ccc3c2)C1=O (stereo not given) | -10 | 0.7 | 28 | 1.2 | -5 | -2 | -4.2 | 4.2 | -39
COc1ccc(C=C2C(=O)c3ccccc3C2=O)cc1O | -3 | -0.7 | 15 | -1.2 | 4 | -10 | -0.9 | -0.2 | -5
CC1(C)Cc2c(sc3c2c(=N)n(Cc2ccco2)c(=O)n3CC(=O)Nc2ccccc2)CO1 | 4 | -3.3 | 6 | -0.7 | 3 | -8 | -2.7 | -0.6 | -2
CCOc1ccc(-n2nnnc2-c2nc3ccccc3s2)cc1 | -3 | -3.2 | -24 | 0.3 | 9 | 2 | -1.3 | 0.8 | 5
Cc1nn(-c2nc3ccccc3s2)c(N)c1-c1ccc(Cl)cc1 | -3 | 0.3 | -5 | -1.2 | 0 | 4 | -1.7 | 0.4 | -3
CCCS(=O)(=O)c1nc(S(=O)(=O)c2ccc(C)cc2)c(N2CCC(C(N)=O)CC2)s1 | -3 | -1.5 | -11 | 0.5 | -9 | -11 | -1.9 | -1.1 | -31
COc1cccc(NC(=O)CCC(=O)N2CC(C)Oc3ccc(C)cc32)c1 (stereo not given) | · | -1.4 | 28 | -0.6 | -6 | 4 | -4.3 | 0.2 | -32
COC(=O)c1c(NC(=O)C(=O)N2CCOCC2)sc2c1CCCC2 | -9 | 6.5 | 12 | -0.4 | 2 | -24 | -1.0 | 0.8 | -40
O=C(Nc1ccccc1Cl)c1ccc2nc(N3CCOCC3)sc2c1 | -2 | -2.4 | 10 | 2.8 | -1 | -9 | -2.2 | 5.5 | -35
Cc1cc(Nc2ccccc2C(=O)O)n(-c2ccc([N+](=O)[O-])cc2)n1 | -6 | 1.0 | -8 | -0.5 | -1 | -13 | -1.4 | 2.3 | -10
Cc1ccccc1N1CCN(CC(=O)Nc2nc(C)c(C(=O)N(C)C)s2)CC1 | -10 | -3.2 | 19 | 0.2 | 0 | 11 | -1.9 | 0.5 | -30
CC(=O)Nc1ccc2oc(-c3ccccc3Br)nc2c1 | -12 | -2.5 | -8 | 1.9 | -1 | 1 | -6.1 | 2.3 | -9
COc1ccccc1Nc1nnc(SCc2cc(=O)n3ccsc3n2)s1 | -2 | 13* | 30 | -2.0 | 4 | 6 | 1.4 | -0.5 | -17
Cc1cccc(C)c1N(CC(=O)N(C)Cc1ccccc1)S(C)(=O)=O | -10 | -2.6 | 19 | 0.1 | 1 | -13 | -4.8 | 0.6 | -21
O=C(Nc1ccc([N+](=O)[O-])cn1)C1CC1 | -2 | -1.7 | -18 | -0.8 | 10 | -1 | -3.2 | 0.5 | -2
C/C(=N\OC(=O)Nc1ccccc1)c1cnn(-c2cc(C(F)(F)F)cc(C)n2)c1C | 1 | -1.7 | -5 | -0.4 | -2 | -14 | -2.9 | -0.5 | -2
CCOC(=O)c1ccc(NC(=O)CSc2nc(NC(=O)c3ccccc3)c3c(C)c(C)oc3n2)cc1 | -6 | -0.1 | -1 | -0.9 | 14 | 3 | 0.5 | 1.3 | -3
CCOC(=O)c1c(C2CC2)csc1NC(=O)COC(=O)c1cc(OC)c(OC)cc1[N+](=O)[O-] | 1 | 0.9 | -4 | -0.2 | 9 | -11 | -1.6 | -1.1 | -1
O=C(COC(=O)CCc1nc2ccccc2s1)Nc1ccc(S(=O)(=O)N2CCOCC2)cc1 | -5 | · | 24 | 5.3 | · | · | · | 6.1 | ·
O=S(=O)(N/N=C\c1ccc(-c2ccccc2Cl)o1)c1ccccc1 | 0 | -2.1 | 3 | -1.1 | 4 | -20 | -5.8 | 0.6 | 1
C#Cc1ccc([C@H]2C=C(C(=O)NC3CC3)O[C@@H](OCC)[C@@H]2CCCO)cc1 | -5 | -1.1 | 18 | 0.9 | 2 | -10 | -1.5 | 0.9 | -17
CCOc1cc(/C=N/NC(=O)c2ccc(=O)n(C)c2)ccc1O | -10 | -3.5 | 26 | 0.2 | -9 | -11 | -3.2 | 0.8 | -5
CC1(C)Cc2c(sc3c2c(N)nc(=S)n3Cc2ccccc2)CO1 | -9 | 0.1 | -32 | 0.4 | 5 | 17 | -2.3 | -0.6 | 4
Cc1ccc(NC(=O)C2CCN(S(=O)(=O)c3c(C)[nH]c(=O)[nH]c3=O)CC2)cc1 | 1 | 1.2 | -22 | 0.7 | 5 | 17 | 0.5 | 1.0 | 1
Cc1cc(C)n(S(=O)(=O)c2ccc(Cl)cc2)n1 | -5 | 0.1 | 19 | -1.4 | 7 | -11 | -2.2 | 0.0 | -2
COC(=O)c1cc(Br)c(=O)n(CCN(C(C)C)C(C)C)c1 | -5 | -1.7 | -8 | -0.9 | 1 | 1 | -1.8 | -0.7 | 4
CCCN(CCC)C(=O)c1ccc2c(c1)S(=O)(=O)c1ccccc1C2=O | -2 | -0.8 | 28 | -0.5 | 2 | -12 | -1.2 | 0.7 | -19

Screens (PubChem BioAssay)
